# RAD52 anneal inh: RAD52 DNA annealing inhibitors, primary screen, biochemical, FRET, single point, set 2. inhibition, % at 18.7 µM. recombinant RAD52 DNA annealing, FRET fluorescence. 0.46% of 360,000 active;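 active means every replicate showing at least 50% inhibition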
# esBAF inh: Bmi1 luciferase reporter increase in mESCs, primary screen, esBAF inhibitor project, mouse ES cells, Bmi1 luciferase knock-in, single point; 24 h; 100% = twice the neutral-well signal; reporter increase, % at 12.5 µM; 2% of 350,000 active; AID 602393, 2012; in the data active means activation above about 40%;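 further: 0% = median of the plate's neutral control wells and 100% = double that signal; a rise in the Bmi1 reporter signal indicates esBAF inhibition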
# Xi reactivation: activators of inactive X chromosome reactivation, primary screen, imaging, XiGFP fibroblasts, GFP high-content imaging, set 2; XiGFP mouse fibroblasts, % GFP-positive cells imaging, 3 d; cells co-treated with 5-aza-dC sensitizer; scaled so ellipticine positive control = 100%; activation, % at 7.58 µM; 0.055% of 360,000 active; AID 743238, 2013;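 active means mean normalized replicate activation at least 10% and every replicate at or above 10%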;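 further: 0% = median of on-plate neutral control wells and 100% = ellipticine 6 µM median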
#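 System: 68-5-11 XiGFP fibroblast line | Buffer or medium: DMEM containing 5-aza-dC | Compound: Single point | Times: Compounds 3 days, fix/stain 15 min at room temperature | Benchmarks: Positive control ellipticine, 6 µM final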
# RAD54 branch: inhibitors of human RAD54 branch migration, primary screen, biochemical, fluorescence, single point; DNA repair and recombination protein RAD54-like (Homo sapiens), Q92698; RAD54 Holliday junction branch migration, FAM/BHQ fluorescence; inhibition, % at 10.4 µM; 0.14% of 360,000 active; AID 602329, 2012;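 active means mean normalized replicate activity at least 40 and at least half of replicates scoring 40 or more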;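 further: 0% = median of neutral control wells and 100% = median of positive control wells; inhibitors cause a drop in the FAM fluorescence signal; in these data hits start at about 50%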
# CFTR F508del cor: F508del CFTR correction, initial screen, CFBE line, single point; CFBE cells, YFP halide quenching; stimulated with forskolin plus potentiator P3; % fluorescence drop versus neutral controls; activity (quench increase), % at 7.58 µM; 0.36% of 350,000 active; AID 720511, 2013;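 active means mean added fluorescence quench of at least 8% versus neutral control, with both replicates also reaching 8%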;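 further: cells transiently co-express mutant CFTR-F508del with the halide-sensitive YFP; corrector assay measuring rescue of mutant channel to the surface after 24 h compound exposure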
# ARNT-TACC3 inh: disruptors of ARNT/TACC3 protein interaction, primary screen, biochemical, AlphaScreen, single concentration. Transforming acidic coiled-coil-containing protein 3 (Homo sapiens), Q9Y6A5. AlphaScreen His-ARNT PAS-B/GST-TACC3 binding, luminescence; TACC3 fragment carries E629A point mutation. inhibition, % at 9.99 µM. 0.66% of 390,000 active;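 active means mean inhibition of replicates at least 50% and at least half of replicates each reaching 50%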;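 further: 0% = complete ARNT plus TACC3 wells and 100% = ARNT alone without TACC3; many hits fall short of the cut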
# INS-1E GSIS act: GLuc luminescence reporter in INS-1E cells, primary screen for activators of glucose-dependent secretion of insulin; INS-1E GLuc reporter insulin secretion, 2-3 h; activation, % at 16.6 µM; 0.61% of 370,000 active; AID 743287, 2014;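 active means lowest replicate activation of at least 40%, so every replicate reaches that level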;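 further: 0% = median of neutral control wells and 100% = median of IBMX positive control wells; some compounds called inactive have numbers as strong as hits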
# ERAP1 HTS inh: human ERAP1 aminopeptidase inhibitors, primary screen, biochemical, single point, plate reader; 0.15% of 340,000 active; AID 652197, 2013; Endoplasmic reticulum aminopeptidase 1 (Homo sapiens), Q9NZ08; inhibition, % at 10.7 µM; recombinant ERAP1, Leu-AMC fluorescence, 60 min;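 active means mean replicate inhibition of at least 30%, or all replicates individually reaching that 30% level; inactive means mean below 30% and not every replicate reaching it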;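 further: 0% = neutral control wells and 100% = L-leucinethiol positive control wells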
# Target sequence (Q9NZ08 whole entry, looked up): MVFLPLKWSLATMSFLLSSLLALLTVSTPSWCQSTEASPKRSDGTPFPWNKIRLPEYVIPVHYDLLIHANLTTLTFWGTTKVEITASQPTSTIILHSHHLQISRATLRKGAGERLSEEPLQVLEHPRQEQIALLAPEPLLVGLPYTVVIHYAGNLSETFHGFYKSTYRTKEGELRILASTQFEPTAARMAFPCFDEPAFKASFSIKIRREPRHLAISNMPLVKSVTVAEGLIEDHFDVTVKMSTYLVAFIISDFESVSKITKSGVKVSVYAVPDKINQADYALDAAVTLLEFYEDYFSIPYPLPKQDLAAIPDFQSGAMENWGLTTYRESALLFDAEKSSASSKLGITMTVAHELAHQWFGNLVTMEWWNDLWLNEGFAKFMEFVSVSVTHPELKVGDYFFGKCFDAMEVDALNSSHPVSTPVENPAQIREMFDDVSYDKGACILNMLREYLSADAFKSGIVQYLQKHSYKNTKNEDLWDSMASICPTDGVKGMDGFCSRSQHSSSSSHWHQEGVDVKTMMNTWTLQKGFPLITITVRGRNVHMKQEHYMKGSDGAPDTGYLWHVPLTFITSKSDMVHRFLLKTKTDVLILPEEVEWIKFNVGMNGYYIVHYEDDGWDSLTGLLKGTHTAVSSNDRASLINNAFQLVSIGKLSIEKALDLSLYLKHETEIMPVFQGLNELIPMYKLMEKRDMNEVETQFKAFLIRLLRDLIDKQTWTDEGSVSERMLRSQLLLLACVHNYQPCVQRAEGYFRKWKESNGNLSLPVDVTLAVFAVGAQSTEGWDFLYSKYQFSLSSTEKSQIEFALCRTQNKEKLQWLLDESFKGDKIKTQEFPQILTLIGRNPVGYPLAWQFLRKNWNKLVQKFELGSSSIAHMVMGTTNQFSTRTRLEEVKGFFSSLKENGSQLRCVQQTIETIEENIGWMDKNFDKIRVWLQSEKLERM
# An asterisk follows results filed as active; x = no result given.
(1) C/C(=C\C(=O)c1ccc(Cl)s1)N(C)C
(2) Cc1ccc(-n2c(C)cc(C(=O)COc3cccnc3[N+](=O)[O-])c2C)cc1
(3) c1ccc(-n2nnnc2-c2cccc3ccccc23)cc1
(4) CCNC(=S)N1CCN(S(=O)(=O)/C=C/c2ccccc2)CC1
(5) O=C(Nc1cccnc1Oc1ccc(Cl)cc1)c1cccc2ccccc12
assay / entry,1,2,3,4,5
RAD52 anneal inh,-1,x,-14,-18,-9
esBAF inh,x,x,-14,7,-1
CFTR F508del cor,-2.0,x,7.7,0.3,-0.2
Xi reactivation,0.1,0.0,0.1,0.5,0.9
ARNT-TACC3 inh,-11,-3,x,x,0
RAD54 branch,x,-3,x,-14,-6
ERAP1 HTS inh,-2,x,1,-5,3
INS-1E GSIS act,15,-26,12,10,20

(6) CC(C)NC(=O)Nc1cccc2c1O[C@@H](CN(C)CC1CC1)[C@H](C)CN([C@H](C)CO)C2=O
(7) CCOc1ccc2c(c1)C(C)=CC(C)(C)N2S(=O)(=O)c1ccc(NC(C)=O)cc1
(8) COc1ccccc1N(Cc1cc(=O)[nH]c2ccccc12)C(=O)c1ccccc1
(9) CCn1cc(CCCC(=O)NCc2ccccc2OC)c2ccccc21
(10) CNC(=S)N(CCN(C)C)Cc1cc2cc3c(cc2[nH]c1=O)OCO3
assay / entry,6,7,8,9,10
RAD52 anneal inh,-8,-10,-3,2,1
esBAF inh,-1,-16,x,9,-5
CFTR F508del cor,0.2,1.0,0.2,0.8,-1.6
Xi reactivation,0.3,1.5,x,0.0,0.1
ARNT-TACC3 inh,2,11,0,-7,-2
RAD54 branch,-2,3,x,-12,7
ERAP1 HTS inh,-1,0,x,-2,2
INS-1E GSIS act,-2,-10,-20,-6,4

(11) O=C(CNc1cccc(Cl)c1)NNC(=S)NCc1ccccc1
(12) C[C@H](NC(=O)[C@@H]1[C@@H](CO)[C@@H]2Cn3c(cccc3=O)[C@@H]2N1CC1CCCCC1)c1ccccc1
(13) COc1cccc(-c2ccc3c(c2)O[C@@H](CN(C)C(=O)C2CCCCC2)[C@H](C)CN([C@H](C)CO)S3(=O)=O)c1
(14) Nc1cc(N)cc(-c2nc3ccccc3o2)c1
(15) N#C/C(=N\Nc1cccc(C(F)(F)F)c1)C(=O)c1csc(-c2cccnc2)n1
assay / entry,11,12,13,14,15
RAD52 anneal inh,-18,-2,13,-18,-14
esBAF inh,3,x,4,5,x
CFTR F508del cor,1.1,0.4,-1.4,2.0,1.0
Xi reactivation,0.0,0.3,-0.5,-0.1,0.2
ARNT-TACC3 inh,-4,x,0,-7,12
RAD54 branch,-2,x,7,7,x
ERAP1 HTS inh,-3,-3,2,x,x
INS-1E GSIS act,-31,-4,-26,5,-47

(16) Cc1cccc(NC(=O)CSc2nnc(-c3ccco3)c(-c3ccco3)n2)c1
(17) CCOc1ccc2[nH]cc(S(=O)(=O)c3ccc(F)cc3)c(=O)c2c1
(18) Cn1c(Cn2cnc([N+](=O)[O-])n2)nnc1SCC(=O)Nc1ccccc1
(19) C[C@@H]1CN([C@H](C)CO)C(=O)c2cccc(NC(=O)Nc3ccccc3)c2O[C@@H]1CN(C)Cc1ccncc1
(20) CC1(C)CC(=O)C=C(c2ccc(Cl)c(C(F)(F)F)c2)C1
assay / entry,16,17,18,19,20
RAD52 anneal inh,-17,-2,-11,10,-15
esBAF inh,3,21,-4,-1,-4
CFTR F508del cor,0.0,3.5,0.1,0.4,3.9
Xi reactivation,0.0,0.0,0.0,-1.1,0.0
ARNT-TACC3 inh,-1,7,-6,-3,17
RAD54 branch,x,-14,-7,1,9
ERAP1 HTS inh,2,-2,0,0,x
INS-1E GSIS act,5,x,-3,7,3

(21) C[C@@H]1CN([C@@H](C)CO)C(=O)Cc2cc(NS(C)(=O)=O)ccc2O[C@H]1CN(C)Cc1ccc(-c2ccccc2)cc1
(22) Cc1cc2occ(CC(=O)NC3CCCc4ccccc43)c2cc1C (configuration not stated)
(23) CC1=NN(C(C#N)c2cccc([N+](=O)[O-])c2)C(C)(C)C1 (configuration not stated)
(24) COc1cccc(C2CC(=O)N3CN(c4ccccc4F)CSC3=C2C#N)c1 (configuration not stated)
(25) Cc1ccc(S(=O)(=O)N2CCOCC2)cc1C(=O)N(Cc1nnc(-c2ccccc2Cl)o1)C1CC1
assay / entry,21,22,23,24,25
RAD52 anneal inh,17,-10,x,-13,-9
esBAF inh,-1,x,x,0,-3
CFTR F508del cor,0.7,-4.1,x,5.2,0.1
Xi reactivation,0.0,0.2,0.2,-0.1,0.2
ARNT-TACC3 inh,7,3,1,0,-18
RAD54 branch,3,x,-11,1,-2
ERAP1 HTS inh,-1,0,x,12,0
INS-1E GSIS act,-27,-6,-11,-22,-19

(26) COc1ccc(C(C)C)cc1S(=O)(=O)N1CCC(C(=O)NCC2CCCO2)CC1 (configuration not stated)
(27) C[C@H](NC(=O)N(C)C[C@@H]1OCc2ccccc2-c2ccccc2C(=O)N([C@H](C)CO)C[C@@H]1C)c1ccccc1
(28) O=C(c1ccncc1)N1C[C@H]2[C@@H](c3ccccc31)[C@H](CO)N2C(=O)Nc1ccc(F)cc1
(29) C/C=C/c1cnc2c(c1)C(=O)N([C@@H](C)CO)C[C@@H](C)[C@H](CN(C)C(=O)Nc1ccccc1F)O2
(30) CCOC(=O)[C@H]1[C@H]2COc3ccc(OC)cc3[C@@H]2N2C(=O)CN(Cc3ccc(Cl)cc3)C(=O)[C@@]12C
assay / entry,26,27,28,29,30
RAD52 anneal inh,-1,6,-17,-6,-21
esBAF inh,-2,-1,2,-3,-8
CFTR F508del cor,-2.0,0.8,-4.0,1.5,-1.2
Xi reactivation,0.0,0.4,0.3,0.4,-0.3
ARNT-TACC3 inh,-7,0,-3,-3,x
RAD54 branch,-12,1,2,5,4
ERAP1 HTS inh,-1,2,0,0,-2
INS-1E GSIS act,-4,12,-4,26,-52

(31) CC(C)NC(=O)N(C)C[C@@H]1Oc2cc(Br)ccc2S(=O)(=O)N([C@H](C)CO)C[C@@H]1C
(32) COc1ccc(NC(=O)C2=NN(C3CCS(=O)(=O)C3)C(=O)CC2)cc1S(N)(=O)=O (configuration not stated)
(33) CCOC(=O)c1cc(-c2ccc(C)cc2)n(CCC(=O)NCCN(C)C)c1C
(34) C[C@H]1CN([C@@H](C)CO)C(=O)Cc2cc(NC(=O)Nc3ccc4c(c3)OCO4)ccc2O[C@@H]1CN(C)Cc1ccccc1
(35) CN(C)CCCNC(=O)[C@@H]1[C@@H](CO)[C@@H]2Cn3c(ccc(-c4ccccc4)c3=O)[C@H]1N2C(=O)CC1CC1
assay / entry,31,32,33,34,35
RAD52 anneal inh,-2,-19,x,-1,-5
esBAF inh,-4,1,4,48*,6
CFTR F508del cor,-0.9,-3.2,x,1.0,x
Xi reactivation,0.4,0.2,x,0.0,0.2
ARNT-TACC3 inh,-4,1,2,3,-4
RAD54 branch,0,-8,11,9,14
ERAP1 HTS inh,0,3,x,1,0
INS-1E GSIS act,23,8,4,-2,9

(36) COc1ccc(-c2nc3n(c(=O)c2C#N)CCS3)cc1OC
(37) C[C@@H]1CN([C@H](C)CO)C(=O)Cc2cc(NC(=O)CCCN(C)C)ccc2O[C@@H]1CN(C)S(=O)(=O)c1cccs1
(38) COc1ccc(NC(=O)Nc2ccc3c(c2)CC(=O)N([C@H](C)CO)C[C@@H](C)[C@@H](CN(C)S(C)(=O)=O)O3)cc1
(39) CSc1ccccc1C(=O)NCc1ccccc1
(40) Cc1cccc(NC(=O)CC2CCC2)c1
assay / entry,36,37,38,39,40
RAD52 anneal inh,-15,x,0,-17,x
esBAF inh,x,5,0,-2,15
CFTR F508del cor,-2.8,-1.0,1.0,1.4,x
Xi reactivation,-0.8,0.1,0.1,0.2,x
ARNT-TACC3 inh,4,2,-5,12,-7
RAD54 branch,x,6,5,3,-23
ERAP1 HTS inh,0,x,-1,-3,x
INS-1E GSIS act,4,-11,8,-7,20

(41) CC(C)NC(=O)Nc1ccc2c(c1)C(=O)N([C@@H](C)CO)C[C@H](C)[C@H](CN(C)Cc1ccc3c(c1)OCO3)OCCCC[C@H](C)O2
(42) O=C(Nc1ncn[nH]1)c1ccc(S(=O)(=O)N2CCOCC2)cc1
(43) O=C(O)C[C@H]1c2ccccc2S(=O)(=O)N1C1CCCCC1
(44) CC(=O)Nc1ccc(/C=N/Nc2nc3ccccc3s2)cc1
(45) C[C@@H]1CCC(=O)N(C[C@@H](C)CC#N)CC1
assay / entry,41,42,43,44,45
RAD52 anneal inh,x,-2,-11,-5,-2
esBAF inh,1,-6,12,-38,-1
CFTR F508del cor,-1.4,-1.2,-1.3,1.7,1.1
Xi reactivation,0.0,0.0,0.0,-0.1,0.1
ARNT-TACC3 inh,0,12,x,2,-6
RAD54 branch,9,17,-8,2,-7
ERAP1 HTS inh,x,9,-5,x,2
INS-1E GSIS act,-4,-3,-2,4,0

(46) Cc1ccsc1CNC1CCCCC1
(47) CNC[C@H]1Oc2ncc(-c3cccc(F)c3)cc2C(=O)N([C@H](C)CO)C[C@H]1C
(48) Cc1cccc(C)c1Nc1nnc(SCC(=O)NCCCN2CCCC2=O)s1
(49) O=C(Nc1ccncc1)Nc1cccc(Cl)c1
(50) C/C(=C\c1ccc(C(=O)O)cc1)c1ccc2c(c1)C(C)(C)CCC2(C)C
assay / entry,46,47,48,49,50
RAD52 anneal inh,-4,2,-10,-7,7
esBAF inh,0,4,-3,4,46*
CFTR F508del cor,2.2,-0.4,0.5,-0.3,-4.7
Xi reactivation,0.0,0.2,1.3,0.0,-0.1
ARNT-TACC3 inh,0,7,-5,-4,-2
RAD54 branch,-15,7,3,-2,2
ERAP1 HTS inh,-3,0,0,1,x
INS-1E GSIS act,-7,13,-4,-22,x

(51) C[C@@H]1CN([C@@H](C)CO)S(=O)(=O)c2ccc(C3=CCCC3)cc2O[C@H]1CN(C)CC1CCCC1
(52) C[C@@H](C(=O)N(C)C[C@@H]1OCc2ccccc2-c2c(n(C)c3ccccc23)C(=O)N([C@@H](C)CO)C[C@@H]1C)c1ccccc1
(53) Cc1ccc(CSc2nc3ccccc3c(=O)n2C)cc1
(54) O=C(COc1ccc(Br)cc1Cl)NCCCN1CCOCC1
(55) O=C(CN(Cc1ccccc1Cl)C(=O)Cn1nnc(-c2cccs2)n1)NCC1CCCO1 (configuration not stated)
assay / entry,51,52,53,54,55
RAD52 anneal inh,-72,7,-17,-8,-4
esBAF inh,-5,x,5,1,0
CFTR F508del cor,-3.4,-1.0,-1.4,-2.1,-0.9
Xi reactivation,-0.1,0.0,0.1,0.3,x
ARNT-TACC3 inh,0,x,3,-6,3
RAD54 branch,-4,x,5,-7,9
ERAP1 HTS inh,-9,-1,-5,-2,0
INS-1E GSIS act,-4,-16,16,12,-5

# Screening results as filed in PubChem BioAssay.
